A3A deaminase = inhibitors of human APOBEC3A DNA deaminase; inhibition, % at 20 µM; 0.41% of 330,000 active; recombinant A3A, FAM/TAMRA ssDNA deamination fluorescence; P31941; AID 493011;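 active means at least 40% inhibition at 20 µM here, with at most 30% in a related deaminase screen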;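 further: plate controls were A3A with DMSO for no effect and wells lacking A3A enzyme for full effect; some results filed as inactive read as strong as hits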
Target sequence (P31941 whole entry, looked up): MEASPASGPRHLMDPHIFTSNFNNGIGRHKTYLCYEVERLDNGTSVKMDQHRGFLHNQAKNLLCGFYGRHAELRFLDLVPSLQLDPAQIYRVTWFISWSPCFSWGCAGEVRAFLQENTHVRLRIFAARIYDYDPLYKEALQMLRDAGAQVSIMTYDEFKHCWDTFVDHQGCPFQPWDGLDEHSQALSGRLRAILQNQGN
MIN6 prolif = induces beta-cell replication in MIN6 cells. MIN6 cells proliferation, ATPlite luminescence, 48 h; cells starved in 0.2% serum; 100% = growth in 10% serum. proliferation, % at 10 µM. 0.29% of 330,000 active;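 active means compounds whose signal lies at least 3.5 SD above the mean of all wells on their plate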;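 further: 0% = DMSO-treated cells in low-serum medium and 100% = 10% serum control; some compounds called inactive have numbers as strong as hits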
mIAP activ = mouse IAP activation. muIAP, CDP-Star luminescence, 30 min; stronger effect = higher value; 1 = vehicle-only enzyme signal, 0 = enzyme-free wells. activation factor at 10 µM. 0.24% of 330,000 active. AID 2805;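 active means activation factor of at least 2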; further: the source names both 10 and 20 µM as test concentration; values of inactives mirror those of a sister screen read the other way
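System: mouse IAP enzyme. Reagent: CDP-Star chemiluminescent phosphatase substrate. Benchmarks: DMSO wells, no-enzyme wells. Times: 30 min enzyme-substrate-compound incubation at room temperature. Detection: luminescence from enzymatic CDP-Star hydrolysis. Doses: test compounds delivered from DMSO solution.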
APOBEC3G inh = blocks human APOBEC3G single-stranded DNA deamination; 0.28% of 330,000 active; inhibition, % at 20 µM; recombinant A3G, ssDNA deamination FAM/TAMRA fluorescence; Q9HC16; AID 493012;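 active means inhibition of at least 40% at 20 µM, with no more than 30% in the related APOBEC3A deaminase screen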;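 further: plate controls were DMSO wells with A3G for no effect and wells lacking A3G enzyme for full effect; some compounds called inactive have numbers as strong as hits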
Target sequence (Q9HC16 whole entry, looked up): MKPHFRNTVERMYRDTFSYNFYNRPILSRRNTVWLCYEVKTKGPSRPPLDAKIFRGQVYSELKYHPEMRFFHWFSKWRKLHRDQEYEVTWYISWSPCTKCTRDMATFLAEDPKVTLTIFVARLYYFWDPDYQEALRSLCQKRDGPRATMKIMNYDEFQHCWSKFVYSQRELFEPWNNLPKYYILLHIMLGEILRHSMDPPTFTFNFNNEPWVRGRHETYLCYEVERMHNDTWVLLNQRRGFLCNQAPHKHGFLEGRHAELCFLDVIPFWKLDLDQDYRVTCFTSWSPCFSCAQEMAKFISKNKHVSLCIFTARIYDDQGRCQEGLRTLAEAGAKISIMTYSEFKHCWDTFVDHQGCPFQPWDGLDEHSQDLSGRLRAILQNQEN
mIAP inh = blocks mouse intestinal alkaline phosphatase; purified mouse IAP, CDP-Star luminescence, 30 min; inhibition, % at 10 µM; 0.2% of 330,000 active; AID 2806;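 active means inhibition of at least 40% at 10 µM in the primary screen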;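 further: plate controls were DMSO with enzyme for no effect and no enzyme wells for full effect; values of inactives mirror those of a sister screen read the other way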
hIAP activ = human IAP activation; purified human IAP, CDP-Star luminescence, 30 min; stronger effect = higher value; 1 = vehicle-only enzyme, 0 = enzyme-free background; activation factor at 10 µM; 0.16% of 330,000 active;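 active means activation factor of the enzyme at least 2-fold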; further: the source names both 10 and 20 µM as test concentration; values of inactives mirror those of a sister screen read the other way
SENP1 inh = inhibitors of human SENP1 SUMO protease catalytic domain; recombinant SENP1 catalytic domain, CyPet-SUMO1-YPet FRET cleavage; inhibition, % at 10 µM; 0.21% of 360,000 active;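 active means inhibition at least 30% at 10 µM, raw YFP signal under a set limit, fluorescence ratio 0.5 to 1.5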;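 further: 0% = enzyme with DMSO and 100% = no enzyme wells; some results filed as inactive read as strong as hits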
Target sequence (Q9P0U3 419-644 limits assumed): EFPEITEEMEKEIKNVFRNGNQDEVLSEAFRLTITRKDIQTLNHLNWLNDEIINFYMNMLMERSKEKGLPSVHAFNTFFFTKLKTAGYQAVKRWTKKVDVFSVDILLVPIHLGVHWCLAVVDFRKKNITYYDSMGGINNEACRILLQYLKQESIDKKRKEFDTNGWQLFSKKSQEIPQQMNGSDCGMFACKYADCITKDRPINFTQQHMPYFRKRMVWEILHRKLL
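Controls: no-enzyme wells low, DMSO-plus-enzyme wells high control. Test system: human recombinant His6-tagged SENP1 catalytic domain enzyme. Reagent: SFCypet-SUMO1-SFYpet FRET protein substrate, 25 nM final. Doses: one dose per compound, 10 µM, 0.5% DMSO. Detection: FRET, CFP and YFP emission. Timing: 50 min reaction at room temperature.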
NALP3 yeast inh = inhibitors of NALP3 inflammasome in yeast; inhibition, % at 10 µM; 0.39% of 330,000 active; Yeast reconstituted NLRP3/ASC/caspase-1, beta-gal luminescence, 24 h; AID 2825;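 active means inhibition of 50% or more; inactive means inhibition below 50%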;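 further: plate controls were induced DMSO wells for no effect and uninduced yeast grown without galactose for full effect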
hIAP block = human IAP inhibition; purified IAP, CDP-Star luminescence, 30 min; inhibition, % at 10 µM; 0.12% of 330,000 active;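 active means inhibition reaching a set limit with compound at 10 µM in the primary screen, cut at about 35% in these data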;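 further: plate controls were DMSO wells with enzyme for no effect and no-enzyme buffer wells for full effect; values of inactives mirror those of a sister screen read the other way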
An asterisk follows results filed as active; nt = not tested or not shown. A portion of the library. The share of hits here may be higher or lower than overall.

SMILES	A3A deaminase	MIN6 prolif	mIAP activ	APOBEC3G inh	mIAP inh	hIAP activ	SENP1 inh	NALP3 yeast inh	hIAP block
COc1ccc(NC(=O)CCNS(=O)(=O)c2ccc3[nH]c(=O)oc3c2)cc1Cl	-2	0	0.56	-5	44*	0.87	4	4	13
Cc1c(C(=O)NCc2ccccc2F)oc2ccccc12	-2	-1	0.92	-4	8	1.1	2	11	-8
Cc1cccn2c(=O)c(/C=C(\C#N)C(=O)NCc3ccco3)c(N3CCCC(C)C3)nc12 (configuration not stated)	3	-2	1	10	-2	1	-38	9	-5
CCCCn1c(N)c(N(CC(C)C)C(=O)C2CC(=O)N(Cc3ccco3)C2)c(=O)[nH]c1=O (configuration not stated)	5	-3	0.98	-8	2	1.1	-3	11	-11
CCc1ccc(N2CSC3=C(C#N)C(c4cccs4)CC(=O)N3C2)cc1 (configuration not stated)	16	-2	0.69	49*	31	1	-46	17	-1
CCCN(CC(=O)Nc1ccccc1OC)C(=O)CSc1ccc(Br)cc1C	-4	-3	1	-6	-3	0.94	0	6	6
CC(C)NC(=O)CSc1ccccc1C(=O)N1CCN(S(=O)(=O)/C=C/c2ccccc2)CC1	-3	-4	1	-7	-3	1.1	0	-1	-7
CCCC(C(=O)NC1CCCC1)N(Cc1ccc(OC)cc1)C(=O)c1snc(C(N)=O)c1N (configuration not stated)	1	0	0.96	-7	4	0.92	-10	22	8
CCCC[C@@H]1CNC(=O)C(=O)N1CC(C)(C)C	0	0	1.1	-3	-6	1.1	2	24	-6
CC[C@]12c3[nH]c4cc(CCC(=O)N(C)C)ccc4c3CCN1C(=O)[C@@H](CC(=O)NCCC1=CCCCC1)C[C@@H]2C(=O)N1CCN(C(=O)C2CC2)CC1	0	nt	1.2	0	-17	nt	3	nt	nt
CCOC(=O)c1cnc(COc2ccccc2Cl)[nH]c1=O	-1	2	1	-1	-3	1.1	2	22	-7
O=C(NCc1cccnc1)C1CCN(S(=O)(=O)c2cccc(C(F)(F)F)c2)CC1	0	1	0.92	-1	8	1	0	4	-2
Cc1ccc([N+](=O)[O-])cc1NCC(=O)NN	0	1	0.63	-7	37	1	2	-2	-3
O=C(COC(=O)c1cc(Cl)nc(Cl)c1)NCc1ccc2c(c1)OCO2	2	-4	1.1	-6	-7	0.98	1	-4	2
N/N=C/C(=N\Nc1ccc(Cl)cc1)C(=O)c1ccncc1	-2	9.8*	0.9	-4	10	1	5	31	0
CC(=O)NC(CCS(C)(=O)=O)C(=O)Nc1ccc(C)c(F)c1 (configuration not stated)	-6	-2	0.99	-6	1	0.85	0	10	15
COc1ccc(CCNC(=O)c2ccc3c(c2)NC(=O)C(C(C)C)N3)cc1OC (configuration not stated)	-6	-5	0.94	-9	6	1	0	2	-2
O=C(COc1ccc(Cl)cc1)NN=C1CCCCCCC1	-3	5	0.85	-6	15	1	1	12	-4
COC(=O)CSc1nc2ncc(Cl)cc2[nH]1	-4	-2	1.1	-5	-11	1.1	2	8	-10
Cc1ccc(NCN2C(=O)C3CC=C(Cl)CC3C2=O)cc1 (configuration not stated)	-3	-4	0.99	-7	1	1	1	-3	0
Cc1cccc(Nc2nnc(SCc3cc(=O)n4cc(C)ccc4n3)s2)c1	2	1	1	0	0	0.84	-10	3	16
CC(=O)C12C3C4C(C5C1C3C5(Br)C41OCCO1)C21OCCO1 (configuration not stated)	-2	0	0.94	2	6	0.84	-1	5	16
CN(C)C(=O)c1cc(C(=O)c2ccc(F)cc2Cl)c[nH]1	-3	-3	0.91	-6	9	0.94	1	-10	6
CC(NC(=O)C(=O)N1CCCCC1)C(c1cccs1)N1CCN(c2ccc(F)cc2)CC1 (configuration not stated)	-5	1	1	-6	-4	1.1	1	8	-9
CC(C)c1nnc(NC(=O)CCC(=O)NCc2ccc(F)cc2)s1	-5	0	0.99	-8	1	0.92	-2	-6	8
(listing goes on)
SMILES	A3A deaminase	MIN6 prolif	mIAP activ	APOBEC3G inh	mIAP inh	hIAP activ	SENP1 inh	NALP3 yeast inh	hIAP block
CC1(C)CC(=O)C2=C(C1)N1C(=C(C#N)C2c2ccccc2Cl)N=C(N)c2ccccc21 (configuration not stated)	-3	-5	0.87	-11	13	0.88	-69	17	12
O=C(COC(=O)c1cccc2ccccc12)NCC1CCCO1 (configuration not stated)	2	-2	1	-1	0	0.93	5	14	7
N#Cc1c(N)nc2c(c1-c1ccccc1)CCC2	-5	1	1	-6	-4	0.9	-45	21	10
O=C(Nc1ccc(-c2cc3ccccc3oc2=O)c(Cl)c1)c1cccnc1	2	-2	0.87	4	13	1.3	-3	25	-26
O=C(C[C@H]1C[C@H](C(=O)N2CCCCC2)[C@@]2(CCc3ccccc3)c3[nH]c4cc(-c5ccco5)ccc4c3CCN2C1=O)NCc1ccco1	1	nt	1.2	1	-22	nt	-42	nt	nt
O=C(O)C1C2C=CC(C2)C1C(=O)OC1CC2CCC1C2 (configuration not stated)	1	-4	0.99	2	1	1.3	3	10	-26
COc1cc(CCC(=O)Nc2ccc(S(=O)(=O)NC3=NCCCCC3)cc2)cc(OC)c1OC	22	-3	1	-3	-1	1	-1	2	0
NS(=O)(=O)c1ccc(NC(=O)Cc2c(F)cccc2Cl)cc1	-2	-4	0.99	-5	1	1.1	4	8	-12
CCCCC(=O)Nc1nc(C)c(-c2csc(Nc3cc(OC)ccc3OC)n2)s1	-3	-8	0.89	-7	11	0.97	-7	17	3
COc1ccc(CC(=O)Nc2cc(S(=O)(=O)N3CCCCC3)ccc2N2CCN(C)CC2)cc1	4	1	0.99	3	1	1	3	11	-1
CCOC(=O)c1sc(NC(=O)C2CC(=O)N(c3ccc(OC)cc3)C2)nc1C (configuration not stated)	-4	3	0.93	-15	7	1	-2	10	-2
OCCCNc1nccc(-c2cc(Nc3cccc(Cl)c3)ncn2)n1	-1	1	0.86	-7	14	1.1	-2	12	-13
COCCCNc1nc2ccccc2[nH]c1=O	-1	0	0.92	-2	8	0.96	-31	18	4
COC(=O)c1c(-c2cccc(OC)c2)csc1N	1	2	0.87	-8	13	1.2	-5	23	-17
C=Cc1ccc(COC(=O)c2cn(CC)c3nc(C)ccc3c2=O)cc1	-3	-3	1	-8	-5	0.92	2	9	8
COc1ccccc1CNC(=O)CN1CCN(Cc2ccc(Cl)cc2)C1=O	2	-1	1	-1	-1	1	2	11	-3
N#Cc1cccc(NC(=O)c2ccc(S(=O)(=O)N3CCOCC3)cc2)c1	-4	-2	1.1	-6	-11	0.95	3	18	5
Oc1ccc(CCc2n[nH]c(=S)n2-c2ccc(F)cc2)cc1	2	-2	0.99	30	1	1.1	1	24	-8
CN(C(=O)c1ccc(NC(=O)C2CCN(C(=O)OC(C)(C)C)CC2)cc1)C1CC1	0	-1	1.1	-3	-11	0.98	1	4	2
COc1cc(C2C(C#N)=C(N)Oc3n[nH]c(-c4cccnc4)c32)cc(Br)c1O (configuration not stated)	0	-1	0.85	-8	15	0.66	-59	18	34
COC(=O)c1ccc(NS(=O)(=O)c2cccc3cccnc23)cc1	-2	-1	1	-10	-1	0.8	0	7	20
Clc1ccc(-c2nnc3n2CCCCS3)cc1	-4	0	0.9	-9	10	0.87	1	10	13
CCOc1cccc2cc(C(C)=O)oc12	-3	-6	1.1	-18	-5	0.93	1	12	7
COc1ccc(/C=N/NC(=O)Cn2ccnc2C)cc1OC	2	-1	1.1	0	-11	1.1	1	14	-10
CC[C@H](C)[C@H](NC(=O)CNC(=O)COc1cc2c(c3oc(=O)cc(C)c13)CCC(C)(C)O2)C(=O)O	-4	-4	0.89	-9	11	0.92	0	6	8
Continued:
SMILES	A3A deaminase	MIN6 prolif	mIAP activ	APOBEC3G inh	mIAP inh	hIAP activ	SENP1 inh	NALP3 yeast inh	hIAP block
CC(=O)NCCn1c(SCC#N)nc2ccccc2c1=O	-6	0	0.95	-8	5	1.3	-2	1	-33
O=C(Cn1nc(-c2ccccc2)c2ccccc2c1=O)Nc1cccnc1	-1	-3	0.96	-4	4	1.1	1	-3	-8
CS(=O)(=O)N1CCN(C(=O)c2ccccc2F)CC1	3	-1	0.94	1	6	1	0	7	-1
Cc1ccc(OC(=O)c2cccc(S(=O)(=O)N3CCCC3)c2)c(-n2nc3ccccc3n2)c1	1	0	0.8	1	20	0.84	-153	9	16
COc1cccc(Nc2c([N+](=O)[O-])cncc2[N+](=O)[O-])c1	1	-2	0.98	-7	2	0.75	1	15	25
CC1=C(CC(=O)O)c2cc(F)ccc2/C1=C\c1ccc(S(C)=O)cc1 (configuration not stated)	0	-2	1	-1	0	0.84	-1	-4	16
CN(C)CCOc1ccc(Cl)cc1C(C)(C)C	-7	-3	1.1	1	-8	0.94	1	16	6
O=C(COc1ccccc1F)OCC(=O)N1CCc2ccccc21	-3	1	0.99	-8	1	0.84	2	13	16
O=C(Nc1ccc(F)cc1)Nc1cc(S(=O)(=O)N2CCOCC2)ccc1N1CCCC1	0	-1	1.7	-6	-71	1.1	0	3	-8
COc1ccc(C(c2nnnn2C(C)(C)C)N2CCN(C(=O)c3ccco3)CC2)cc1 (configuration not stated)	-6	0	1	-5	-1	0.87	1	-20	13
COc1cc(CNCCN2CCOCC2)ccc1OCc1ccc(Cl)cc1Cl	-3	-6	0.95	-6	5	1.1	2	31	-6
COc1ccc(C(=O)COC(=O)C(CCCCN2C(=O)C3C4C=CC(C4)C3C2=O)N2C(=O)C3C4C=CC(C4)C3C2=O)cc1 (configuration not stated)	-3	0	0.94	1	6	0.88	-1	15	12
Nc1nc(-c2ccc(Br)cc2)c(S(=O)(=O)c2ccccc2)s1	0	0	0.86	3	14	1	0	12	-5
COC(=O)/C=c1/s/c(=C(\C#N)C(=O)NCc2ccco2)n(-c2ccc(C)cc2)c1=O	-2	0	0.9	2	10	0.76	37*	10	24
O=C(NCC1CCCO1)c1cc(-c2ccccc2F)no1 (configuration not stated)	-5	0	0.89	-5	11	1.1	0	22	-10
COc1ccc(CNC(=O)c2noc(C(C)C)c2[N+](=O)[O-])cc1	5	-3	1.1	4	-7	0.99	0	14	1
CC(=O)NCc1c(Cl)cccc1-n1cccc1	-1	-2	1	-3	-1	0.92	2	6	8
COC(=O)C1=C(C)NC(C)=C(C(=O)OC)C1c1ccccc1[N+](=O)[O-]	-1	-8	1.1	-7	-6	0.97	1	31	3
CCc1noc(C)c1C(=O)N1CCN(S(=O)(=O)c2cccs2)CC1	0	0	1.1	-11	-13	1	-3	14	-5
CC1(C)CC(=O)C=C(c2cccnc2)C1	11	-3	1.1	-6	-8	1	1	8	-1
Cc1c2cnn(CC(=O)NCc3ccccn3)c(=O)c2c(C)n1Cc1ccc(Cl)cc1	-4	-2	0.99	-2	1	1.3	-2	12	-31

Compound profiles (already shown). Values in the order: A3A deaminase	MIN6 prolif	mIAP activ	APOBEC3G inh	mIAP inh	hIAP activ	SENP1 inh	NALP3 yeast inh	hIAP block
COc1cc(CNCCN2CCOCC2)ccc1OCc1ccc(Cl)cc1Cl across the screens: -3	-6	0.95	-6	5	1.1	2	31	-6
O=C(NCC1CCCO1)c1cc(-c2ccccc2F)no1 (configuration not stated) across the screens: -5	0	0.89	-5	11	1.1	0	22	-10
